Compound activity: PubChem, several laboratories
NPY2 pot ag: potentiates or activates human NPY-Y2 receptor. cells expressing NPY-Y2, potentiator/agonist read-out. activation, % at 3.6 µM. hit rate 0.45% among 220,000. AID 1359; in the data active = activation above about 27%;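 also: cells stimulated with NPY near EC25 plus isoproterenol at EC100; 0% = vehicle plus submaximal agonist and 100% = vehicle plus saturating agonist; some results beyond the cut were filed as inactive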
NPY-Y1 antag: NPY-Y1 (human) receptor antagonism. HEK293-CNG Y1 cells, membrane potential fluorescence; NPY at EC95, then isoproterenol. hit rate 1% among 200,000. P25929. inhibition, % at 3.6 µM;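 active = inhibition above the campaign mean inhibition of all tested compounds plus 3 SD, cut at about 20% in these data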;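 also: 0% = DMSO wells given NPY plus isoproterenol and 100% = isoproterenol alone without NPY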
Target sequence (P25929 whole entry, looked up): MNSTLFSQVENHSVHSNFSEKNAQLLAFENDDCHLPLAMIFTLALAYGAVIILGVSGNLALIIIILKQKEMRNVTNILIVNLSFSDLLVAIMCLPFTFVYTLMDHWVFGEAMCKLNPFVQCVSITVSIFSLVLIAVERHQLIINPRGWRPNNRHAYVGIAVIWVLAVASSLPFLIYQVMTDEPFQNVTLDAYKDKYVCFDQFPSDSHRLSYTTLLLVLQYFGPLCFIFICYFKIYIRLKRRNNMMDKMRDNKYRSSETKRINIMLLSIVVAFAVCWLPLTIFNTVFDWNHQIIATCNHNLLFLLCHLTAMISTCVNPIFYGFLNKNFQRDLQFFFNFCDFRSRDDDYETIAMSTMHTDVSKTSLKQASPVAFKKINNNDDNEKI
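Material: HEK293 Y1/CNG channel cell line; also added: NPY (25 nM), isoproterenol (1 µM), Ro 20-1724 (25 µM); doses: one concentration, 3.6 µM, in 0.4% DMSO; schedule: compound incubation 1 h at room temperature, readout 45 min post-stimulation; technique: membrane potential fluorescence; measure: fluorescence ratio normalized to % inhibition between controls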
Mdm2 ligase inh: blocks human Mdm2 ubiquitin ligase activity; Q00987; cell-based MDM2 ubiquitination luciferase reporter, 2 h; 0 = plate control, 100 = twice control, blank-subtracted; signal enhancement, % at 5 µM; hit rate 0.11% among 210,000; AID 1230;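 active = signal enhancement of 30% or more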;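 also: luminescence tracks abundance of the self-degrading MDM2-luciferase fusion protein; higher signal means inhibition of MDM2 E3 ligase activity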
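Assay system: stable mammalian line carrying autodegrading MDM2–luciferase fusion reporter; Input: 2000 cells in each well; Compound dosing: single-point 5 µM; Schedule: 2 h compound exposure at 37 °C; Signal: SteadyLite luciferase luminescence after 15 min room-temperature reagent incubation; Evaluation: % luminescence enhancement versus blank-corrected plate control mean; Benchmarks: plate controls and plate blanks.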
Hck Nef HTS: inhibitors of human Hck kinase activated by Nef. P08631. Recombinant Hck-YEEI plus Nef, Z-Lyte FRET kinase assay. inhibition, % at 20 µM. hit rate 0.68% among 220,000. AID 463187;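 active = Hck-Nef kinase inhibition above about 50%, limit read from the data; inactive = inhibition below that limit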;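 also: 0% = DMSO with Hck plus Nef and 100% = Hck alone without Nef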
Target sequence (P08631 whole entry, looked up): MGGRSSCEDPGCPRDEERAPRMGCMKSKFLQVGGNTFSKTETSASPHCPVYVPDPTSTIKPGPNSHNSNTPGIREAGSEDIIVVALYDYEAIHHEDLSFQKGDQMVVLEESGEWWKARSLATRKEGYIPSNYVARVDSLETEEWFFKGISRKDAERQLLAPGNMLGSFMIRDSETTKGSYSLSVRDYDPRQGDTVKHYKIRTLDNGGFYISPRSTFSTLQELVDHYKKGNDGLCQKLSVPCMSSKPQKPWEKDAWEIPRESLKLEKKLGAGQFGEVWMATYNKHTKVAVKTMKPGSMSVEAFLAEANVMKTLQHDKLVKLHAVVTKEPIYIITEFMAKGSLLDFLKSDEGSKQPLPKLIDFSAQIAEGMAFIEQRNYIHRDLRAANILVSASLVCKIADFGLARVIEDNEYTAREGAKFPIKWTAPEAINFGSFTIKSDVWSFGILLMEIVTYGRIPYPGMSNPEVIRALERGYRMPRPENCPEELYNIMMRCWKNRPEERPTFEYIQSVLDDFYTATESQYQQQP
Runt-CBFb FRET: blocks binding of human RUNX1 Runt domain to CBFb; inhibition, % at 20 µM; Q01196+Q13951; hit rate 0.46% among 220,000; Cerulean-Runt/Venus-CBFb FRET ratio 530/480, 1 h; AID 1496;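 active = inhibition over about 50% at 20 µM in the single-dose screen, limit read from the data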;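 also: 0% = DMSO wells and 100% = excess unlabeled CBFb competitor control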
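Measured by: fluorescence energy transfer, 422 nm excitation, 530/480 nm emission; test system: Cerulean-tagged RUNX1 Runt domain (FRET donor) fusion protein; buffer or medium: Tris pH 7.5 buffer with BSA; compound: one dose, 20 µM compound, 1% DMSO; times: two 1 h room-temperature incubations shielded from light; benchmarks: unlabeled CBFb 5 µM, positive control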
Runt-SMMHC FRET: blocks binding of human RUNX1 Runt domain to CBFb-SMMHC | hit rate 0.74% among 220,000 | inhibition, % at 20 µM | Cerulean-Runt/Venus-CBFb-SMMHC FRET ratio 530/480, 1 h;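 active = mean inhibition across duplicate retests at 20 µM reaching about 50%, limit read from the data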;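 also: 0% = DMSO wells and 100% = wells with excess untagged CBFb-SMMHC; inhibitors lower the FRET ratio by blocking Runt binding to CBFb-SMMHC; some results filed as inactive read as strong as hits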
p97 inhibitor: inhibitors of human p97 ATPase. recombinant p97 ATPase, Kinase-Glo ATP luminescence, 3 h. inhibition, % at 8 µM. hit rate 0.42% among 220,000. AID 1481; in the data active = inhibition above about 15%;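 also: 0% = DMSO vehicle and 100% = wells lacking enzyme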
RBBP9 inhibitor: human RBBP9 hydrolase inhibition; O75884; recombinant RBBP9, FP-Rh probe fluorescence polarization; inhibition, % at 7.94 µM; hit rate 0.2% among 220,000; AID 1515;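 active = inhibition above the campaign mean of all tested compounds plus 3 SD, cut at about 14% in these data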;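 also: plate controls were DMSO wells with RBBP9 for no effect and wells lacking RBBP9 protein for full effect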
Target sequence (O75884 whole entry, looked up): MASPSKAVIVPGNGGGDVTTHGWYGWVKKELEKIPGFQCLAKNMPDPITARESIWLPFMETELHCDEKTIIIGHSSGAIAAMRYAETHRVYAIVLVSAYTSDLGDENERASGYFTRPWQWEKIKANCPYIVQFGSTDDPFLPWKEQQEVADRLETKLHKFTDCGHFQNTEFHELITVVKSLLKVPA
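Measured by: FP readout at 525/598 nm; material: recombinant human RBBP9; also added: Serine-hydrolase probe FP-Rh, 375 nM pre-mixing; medium: Tris buffer pH 8.0, NaCl, Pluronic; replication: one well per compound; doses: one concentration, 7.94 µM nominal, 0.794% DMSO; timing: preincubation 30 min plus labeling 45 min at 25 °C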
NPY1 pot ag: potentiates or activates human NPY-Y1 receptor. P25929. NPY-Y1 expressing cells, potentiator/agonist activation. activation, % at 3.6 µM. hit rate 0.37% among 220,000. AID 1304; in the data active = activation above about 33%, passing the limit was not always enough;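 also: cells stimulated with NPY at EC10 then isoproterenol at EC100; 0% = low agonist plus stimulus and 100% = saturating agonist plus stimulus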
* hit, by the source's call; / = no result given.

#1 Cc1csc2nc(CNS(=O)(=O)c3ccc(-c4ccccc4)cc3)cn12
#2 COc1ccc(N2CCN(C(=O)c3cccc(Cn4cc(Cl)cn4)c3)CC2)cc1
#3 O=C(O)COc1ccccc1/C=N/NC(=O)c1cc(-c2ccc(F)cc2)nc2ccccc12
#4 CCCCNC(=S)N(C)/N=C/c1sc(N2CCCCC2)nc1-c1cccs1
#5 COc1ccc(C2N=C(c3ccccc3)C(C)(C)N2O)cc1OC (stereo unspecified)
#6 C/C(=N\Nc1ncc(Cl)cc1Cl)c1ccc2c(c1)OCO2
#7 CC1CCc2nn(CC(=O)NC3CCCC(C)C3C)cc2C1 (stereo unspecified)
#8 CC(=O)c1cc2c(cc1NC(=O)CCC1CCCC1)OCO2
#9 C=CCN(c1ccccc1C(=O)O)S(=O)(=O)c1ccc(NC(=O)OC)cc1
#10 CCc1cc2cc3c(cc2nc1SCC(=O)Nc1cc(OC)c(OC)cc1C(=O)O)OCO3

assay / compound	1	2	3	4	5	6	7	8	9	10
NPY2 pot ag	-3	-1	-2	3	-7	-5	6	-10	3	2
NPY-Y1 antag	4	-2	-3	-4	-3	-3	7	1	/	-3
Mdm2 ligase inh	-62	-10	-4	-10	-18	-5	-7	-17	-8	-16
Hck Nef HTS	4	0	25	-3	2	15	-2	2	17	19
Runt-CBFb FRET	-5	2	-1	-2	-3	1	-2	-5	0	-2
Runt-SMMHC FRET	4	10	-6	3	-4	0	1	-2	-2	0
p97 inhibitor	1	-3	3	-6	-1	1	-4	1	-1	7
RBBP9 inhibitor	-6	3	6	-9	-5	-9	-7	2	-6	-6
NPY1 pot ag	1	-13	15	2	-2	16	-4	-20	-13	13

Filtered by structure: the entries above with four or more nitrogen atoms (2)
#2 COc1ccc(N2CCN(C(=O)c3cccc(Cn4cc(Cl)cn4)c3)CC2)cc1
#4 CCCCNC(=S)N(C)/N=C/c1sc(N2CCCCC2)nc1-c1cccs1

assay / compound	2	4
NPY2 pot ag	-1	3
NPY-Y1 antag	-2	-4
Mdm2 ligase inh	-10	-10
Hck Nef HTS	0	-3
Runt-CBFb FRET	2	-2
Runt-SMMHC FRET	10	3
p97 inhibitor	-3	-6
RBBP9 inhibitor	3	-9
NPY1 pot ag	-13	2

The list goes on.
#11 O=C(Nc1cccc2[nH]ncc12)c1ccc(F)cc1
#12 Cc1ccnc(SCC(=O)Nc2sc3c(c2C#N)CCCC3)n1
#13 Cc1ccc(-c2nc3s/c(=C\c4ccco4)c(=O)n3n2)cc1
#14 CCOc1ccc(C(C)(C)C)cc1S(=O)(=O)n1nc(C)cc1C
#15 O=C(NCc1cccs1)c1ccccc1F
#16 CCOC(=O)CNc1ccc(C(=O)OCC)cc1[N+](=O)[O-]
#17 CCCCn1nc(C(=O)Nc2nc3c(s2)CCCC3)c2ccccc2c1=O
#18 Cn1c(N)c(C(=O)COC(=O)CCCOc2ccc(Cl)cc2Cl)c(=O)n(C)c1=O
#19 O=C(NCc1cccnc1)c1ccc(Cl)c(S(=O)(=O)N2CCCCCC2)c1
#20 CC12CCC(C(=O)N(CSC(=S)N/N=C\c3ccccc3)C1=O)C2(C)C (stereo unspecified)

assay / compound	11	12	13	14	15	16	17	18	19	20
NPY2 pot ag	9	18	-20	10	2	-2	0	1	0	12
NPY-Y1 antag	4	6	6	-3	-4	2	-6	5	-2	-7
Mdm2 ligase inh	-16	-10	-9	/	-28	2	0	-3	-4	-4
Hck Nef HTS	-1	0	5	12	2	2	5	-8	12	1
Runt-CBFb FRET	-1	-7	7	-2	-2	-2	-3	-7	0	1
Runt-SMMHC FRET	-4	-13	-10	-3	-2	-6	-4	1	-2	14
p97 inhibitor	-4	-2	10	1	5	1	1	2	2	4
RBBP9 inhibitor	-10	0	-10	-6	-9	0	-1	-2	-3	-5
NPY1 pot ag	8	-19	5	21	17	-20	-9	-10	2	1

#21 CCOc1ccc(NC(=S)N(CCOC)C(C)c2ccco2)cc1 (stereo unspecified)
#22 CCOC(=O)CSc1cc(C(F)(F)F)nc(-c2ccccn2)n1
#23 COc1ccc(C2c3cc(OC)c(OC)cc3CCN2C2CC(=O)N(c3ccccc3)C2=O)cc1OC (stereo unspecified)
#24 CCOc1ccc(CCNc2ccc3nnc(-c4ccccc4)n3n2)cc1OCC
#25 CC1CN(C(=O)CSc2ncnc3sccc23)CC(C)O1 (stereo unspecified)
#26 COCc1[nH]nc2c1C(c1cccc(OC)c1)C(C#N)=C(N)O2 (stereo unspecified)
#27 O=C(c1ccccc1)C1C(c2ccccc2)C1[N+](=O)[O-] (stereo unspecified)
#28 CCC(=O)N1CN(S(=O)(=O)c2ccc(C)cc2)CC1C (stereo unspecified)
#29 COCCn1c(SCC(=O)N2CC(=O)Nc3ccccc32)nc2ccccc21
#30 CCn1cc(C(=O)N2CCn3c(nc4ccccc43)C2)c(=O)c2ccc(C)nc21

assay / compound	21	22	23	24	25	26	27	28	29	30
NPY2 pot ag	-7	-9	2	-4	-3	-9	-11	-3	10	-5
NPY-Y1 antag	/	3	2	-3	5	6	/	-4	1	11
Mdm2 ligase inh	/	-8	7	/	-11	-19	-15	-25	1	-11
Hck Nef HTS	20	-2	0	-1	1	-3	-4	1	2	-1
Runt-CBFb FRET	0	-2	2	0	2	0	-1	0	-1	4
Runt-SMMHC FRET	1	-2	5	-2	0	-3	-2	2	-2	4
p97 inhibitor	-2	-8	-7	3	4	-2	-8	-1	3	0
RBBP9 inhibitor	-1	-8	-2	-15	-7	-9	-9	-7	-1	-9
NPY1 pot ag	15	-4	-27	19	-4	-21	3	19	7	-5

#31 Cc1cc(=O)[nH]c(SCC(=O)N2CCc3ccccc3C2)n1
#32 CCCCNC(=O)c1onc(CSc2ccncc2)c1C(=O)NCCCC
#33 CN(c1ccccc1)S(=O)(=O)c1cccc(Cl)c1Cl
#34 O=C1c2ccccc2C(=O)N1CCCCN(C(=O)c1ccc([N+](=O)[O-])cc1)c1ccc(Cl)cc1
#35 COc1ccc(NC(=S)Nc2ccc(OCc3ccccc3)cc2)c(OC)c1
#36 c1ccc(-c2onc3c2CCCC3)cc1
#37 O=C(Nc1cc(S(=O)(=O)N2CCOCC2)ccc1N1CCCC1)c1cnccn1
#38 Cc1ccc(S(=O)(=O)N2CCC(C(=O)C3C(=O)CCCC3=O)CC2)cc1
#39 CCn1c(O)c(/C=N/NC(=O)c2ccncc2)c(=O)n(CC)c1=S
#40 CCCc1c(C)nc2ccccc2c1SCCC#N

assay / compound	31	32	33	34	35	36	37	38	39	40
NPY2 pot ag	7	/	-11	95*	-12	-12	-4	-3	-7	-6
NPY-Y1 antag	-1	/	/	17	9	-3	2	6	1	6
Mdm2 ligase inh	-8	-10	/	1	-2	5	-10	16	-14	-20
Hck Nef HTS	2	27	28	2	0	-21	0	24	9	5
Runt-CBFb FRET	0	-4	0	0	4	-6	1	-1	59*	-2
Runt-SMMHC FRET	-10	3	-2	1	-4	-5	2	0	63*	6
p97 inhibitor	2	/	-1	-5	3	2	-5	10	1	1
RBBP9 inhibitor	-8	/	-5	-7	7	6	-5	-3	-14	4
NPY1 pot ag	2	/	-1	67*	-29	14	3	-19	1	-21

#41 Cc1cc(=O)c2cc(Cl)ccc2[nH]1
#42 O=C(Nc1ccccc1[N+](=O)[O-])c1nc[nH]c1C(=O)NCCO
#43 CC(=O)NCCCc1c[nH]c2ccc(Cl)cc12
#44 COc1ccc(-c2nc(Cn3c(SCc4ccc(F)cc4)nc4ccncc43)c(C)o2)cc1OC
#45 O=C1CCc2cc(S(=O)(=O)N3CCN(Cc4ccc5c(c4)OCO5)CC3)ccc2N1
#46 Cc1ccccc1Cn1cccc1/C=C1/C(=N)N2C=CSC2=NC1=O
#47 CC1=Nc2ccccc2N=C(NC(=O)CN2CCN(c3ccc(F)cc3)CC2)C1c1ccccc1 (stereo unspecified)
#48 CN(C)CCN(C(=O)c1ccc(S(=O)(=O)N(C)c2ccccc2)cc1)c1nc2cc3c(cc2s1)OCCO3
#49 COc1ccc(C2SCC(C(=O)NCc3ccc(F)cc3)N2C(C)=O)cc1 (stereo unspecified)
#50 COc1ccc(C(C(=O)NC(C)(C)C)N(Cc2ccco2)C(=O)CCC(=O)Nc2cc(C)on2)cc1 (stereo unspecified)

assay / compound	41	42	43	44	45	46	47	48	49	50
NPY2 pot ag	15	-27	-8	4	12	-14	-17	0	15	1
NPY-Y1 antag	0	3	4	-4	11	12	/	/	-6	-8
Mdm2 ligase inh	-22	-3	-19	-7	-18	-10	-2	/	-12	-3
Hck Nef HTS	2	-1	0	-1	0	2	18	29	2	4
Runt-CBFb FRET	-3	-3	-2	-5	2	-25	-1	-1	1	0
Runt-SMMHC FRET	-2	0	-2	-1	4	-8	-1	1	-2	-1
p97 inhibitor	4	-3	-3	9	5	-1	-11	0	1	-7
RBBP9 inhibitor	-8	-4	-4	-8	-8	-1	-10	-2	-5	-8
NPY1 pot ag	6	-13	-11	-3	5	0	-13	-26	11	-10

#51 COC(=O)Cn1c(CN2CCN(c3ccc(F)cc3)CC2)nc2c1c(=O)n(C)c(=O)n2C
#52 C=CCNC(=S)N/N=C/c1cn(-c2ccccc2)nc1-c1ccc(OC)cc1
#53 CCOC(=O)c1c(NC(=O)CSc2ncn[nH]2)sc(C)c1C
#54 O=c1c2c(ncn2C2CCCC2)n(Cc2ccccc2)c(=O)n1CCOc1ccccc1
#55 CC1CN(C(=O)c2ccc(Oc3ccccc3)cc2)CC(C)O1 (stereo unspecified)
#56 O=c1c2c(n3nnnc3n1-c1ccccc1)-c1ccccc1CC21CCCC1
#57 O=C(Nc1cccc(Br)c1)/C(=C\c1cccnc1)NC(=O)c1ccco1
#58 CNC(=O)Nc1ccc2nc(C)oc2c1

assay / compound	51	52	53	54	55	56	57	58
NPY2 pot ag	/	6	24	7	24	9	-2	-5
NPY-Y1 antag	/	7	-4	-4	0	6	0	/
Mdm2 ligase inh	0	-4	-6	-11	-7	-9	9	-3
Hck Nef HTS	1	0	1	-3	17	0	2	13
Runt-CBFb FRET	2	1	2	3	-1	-2	1	38
Runt-SMMHC FRET	2	-3	-10	-6	-1	0	-4	-1
p97 inhibitor	/	2	-3	2	2	5	3	2
RBBP9 inhibitor	/	-6	-3	2	-6	-5	-3	-8
NPY1 pot ag	/	-4	25	7	6	-3	10	17
